# LANA DNA inh – inhibitors of KSHV C-LANA binding to DNA, primary screen, biochemical, fluorescence polarization, FAM-LBS DNA, MBP-C-LANA, single point | Kaposi's sarcoma herpesvirus LANA C-terminal domain (residues 932-1162) DNA binding | inhibition, % at 9 µM | 0.078% of 340,000 active | AID 504423, 2011;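 active means highest replicate inhibition at or above 60% at 9 µM, even if other replicates fall short; inactive means all replicates below 60% inhibition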;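 further: 0% = neutral control wells and 100% = 4 µM acridine orange control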
# Arrestin-AP2 inh – inhibitors of beta-arrestin/AP2 binding, primary screen, biochemical, GPCR trafficking, flow cytometry. beta-arrestin 1 C-terminal peptide binding to AP2 beta2-adaptin appendage (human). FITC-arrestin peptide / GST-AP2 beads; AP2 beta2 appendage carries R879A mutation. inhibition, % at 10 µM. 0.31% of 340,000 active. AID 504490, 2011;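 active means inhibition above a set limit, near 3 SD of compounds lacking own fluorescence, cut at about 54% in these data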;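 further: plate controls were DMSO wells for no effect and 5 µM unlabelled arrestin peptide for full effect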
#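 Test system: GST-tagged AP2 beta2-adaptin appendage (R879A) on 4 µm glutathione beads; also added: fluorescein-tagged arrestin peptide at 50 nM final; timing: 12 min plus 1 h, RT; signal: flow cytometry, FL1 (488/535 nm); read-out: percent drop in bead-associated FITC signal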
# Wnt bcat act – Wnt/beta-catenin pathway activators, primary screen, cell-based, plate reader, single point; Wnt/beta-catenin reporter cell assay, activator; activation, % at 9.35 µM; 1.2% of 300,000 active; AID 743398, 2014; in the data active means activation above about 30%, passing the limit was not always enough;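 further: 0% = neutral control wells and 100% = positive control wells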
# OPRM1-OPRD1 ag – agonists of OPRM1-OPRD1 heterodimerization, primary screen, cell-based, luminescence | cells | activation, % at 9.3 µM | 0.3% of 340,000 active | AID 504326, 2011; in the data active means activation above about 18%;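 further: 0% = vehicle-treated cells and 100% = reference agonist; values of inactives mirror those of a sister screen read the other way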
# DSG3 Ab inh – inhibitors of pemphigus antibody binding to DSG3, primary screen, biochemical, bead-based, flow cytometry, scFv-GFP. DSG3-coupled beads, scFv-anti-DSG3-GFP binding; hits give low values. 0.48% of 310,000 active. binding (percent of control), % at 10 µM;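 active means binding more than 3 SD below its plate's average and above zero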;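 further: hits lower antibody fragment binding to DSG3; some compounds called inactive have numbers as strong as hits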
# RTF Ca sens act – cardiac RTF calcium sensitivity activators, primary screen, biochemical, IANBD-TnC fluorescence, EC20 calcium. Troponin I, cardiac muscle (Homo sapiens) + Troponin T, cardiac muscle (Homo sapiens) + …. AID 493008, 2010. activation, % at 7.2 µM. 0.24% of 340,000 active. IANBD-labeled TnC RTF fluorescence at EC20 calcium; 0% EC20 calcium, 100% full calcium;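 active means activation above the mean over all tested compounds plus 3 SD, cut at about 30% in these data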;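 further: rise in fluorescence read as greater calcium sensitivity of cardiac thin filaments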
# Keap1-Nrf2 PPI – Keap1-Nrf2 protein-protein interaction inhibitors, primary screen, biochemical, fluorescence polarization, single point | Kelch-like ECH-associated protein 1 (Homo sapiens), Q14145 | Keap1 Kelch-Nrf2 peptide fluorescence polarization, 1536-well | inhibition, % at 9.4 µM | 0.15% of 340,000 active; in the data active means inhibition above about 12%;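 further: human Keap1 Kelch domain with fluorescein labeled Nrf2 9mer peptide probe; 0% = neutral control wells and 100% = peptide positive control; higher means more block of Keap1 binding to Nrf2 peptide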
# Target sequence (Q14145 whole entry, looked up, the tested form may be a part): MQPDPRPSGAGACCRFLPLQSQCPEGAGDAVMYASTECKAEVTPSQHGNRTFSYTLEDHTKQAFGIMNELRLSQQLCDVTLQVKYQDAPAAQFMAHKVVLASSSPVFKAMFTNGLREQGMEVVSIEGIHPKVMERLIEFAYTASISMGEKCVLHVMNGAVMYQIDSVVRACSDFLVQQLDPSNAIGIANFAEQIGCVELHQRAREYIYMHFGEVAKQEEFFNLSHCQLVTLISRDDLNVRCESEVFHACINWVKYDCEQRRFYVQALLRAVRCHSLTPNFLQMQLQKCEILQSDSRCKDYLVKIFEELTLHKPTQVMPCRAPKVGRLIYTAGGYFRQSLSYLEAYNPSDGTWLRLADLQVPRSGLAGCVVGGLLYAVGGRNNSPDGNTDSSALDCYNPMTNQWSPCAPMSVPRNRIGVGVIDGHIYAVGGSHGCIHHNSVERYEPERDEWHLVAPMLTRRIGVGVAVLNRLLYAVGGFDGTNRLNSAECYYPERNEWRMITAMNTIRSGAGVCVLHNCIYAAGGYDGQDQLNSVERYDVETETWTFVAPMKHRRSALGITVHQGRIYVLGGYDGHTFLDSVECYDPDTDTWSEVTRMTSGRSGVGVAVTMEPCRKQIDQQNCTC
# RTF Ca sens inh – cardiac RTF calcium sensitivity inhibitors, primary screen, biochemical, IANBD-TnC fluorescence, EC70 calcium. Troponin I, cardiac muscle (Homo sapiens) + Troponin T, cardiac muscle (Homo sapiens) + …. IANBD-labeled cardiac RTF, Ca2+ fluorescence. inhibition, % at 7.15 µM. 0.12% of 340,000 active. AID 493244, 2011;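 active means inhibition above the mean inhibition of all tested compounds plus 3 SD, cut at about 17% in these data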;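 further: assay run at fixed EC70 calcium of 1.6 mM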
# V-ATPase pHluor – regulators of yeast V-ATPase proton pumping, primary screen, pHLuorin cytosolic pH fluorescence; S. cerevisiae; response, % at 10 µM; 0.37% of 350,000 active; in the data active means response mostly above about 7.3%, no sharp cut-off; inactive means mostly below about 5.4%; further: actives read high; inactives centre near 0; some compounds called inactive have numbers as strong as hits; reference of the scale not given here
# MOR-DOR inv ag – inverse agonists of MOR-DOR heterodimerization, primary screen, cell-based, luminescence; 0.21% of 340,000 active; AID 504357, 2011; cell-based MOR-DOR heterodimer luminescence, inverse agonism; Mu-type opioid receptor (Homo sapiens) + Delta-type opioid receptor (Homo sapiens), …; inhibition, % at 9.3 µM; in the data active means inhibition above about 22%, passing the limit was not always enough;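 further: 0% = cells with DMSO and 100% = wells without cells with DMSO; values of inactives mirror those of a sister screen read the other way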
# * marks the source's active call; other numbers are inactive results; x = not tested or not shown.
SMILES,LANA DNA inh,Arrestin-AP2 inh,Wnt bcat act,OPRM1-OPRD1 ag,DSG3 Ab inh,RTF Ca sens act,Keap1-Nrf2 PPI,RTF Ca sens inh,V-ATPase pHluor,MOR-DOR inv ag
CC(C)(c1ccc(O)c([N+](=O)[O-])c1)c1ccc(O)c([N+](=O)[O-])c1,-2.7,39,-1,-2.4,120,-4,-4,-2,-7,13
Cc1noc(C)c1S(=O)(=O)N1CCN(c2ccc(Cl)cc2)CC1,2.3,-4,2,2.9,x,-9,4,2,-4,-15
c1ccc2c(c1)nc(NCC1CCCO1)c1nnnn12 (centres undefined),3.5,-4,7,-1.4,101,7,-4,-13,1,8
CCC(=O)Nc1sc(C(=O)Nc2ccccc2)c(C)c1C(=O)OC,-0.3,10,68*,1.3,104,1,-2,-6,2,-9
COc1ccccc1C(=O)COC(=O)COc1ccc(C#N)cc1,-0.2,-16,-2,-3.4,126,3,2,6,-2,17
CC1Sc2ccc(S(=O)(=O)N3CCC(C(=O)NCC(C)c4ccccc4)CC3)cc2NC1=O (centres undefined),-1.0,-2,-3,-3.2,x,-4,-7,3,5,17
Cc1c(-c2ccccc2)nc(-c2ccccc2)[nH]c1=O,0.2,-2,1,5.3,97,15,1,7,0,-32
CC(C)/C=C(/C(=O)c1ccc(Cl)cc1Cl)n1cncn1,-2.8,0,-1,0.9,95,-1,-29,-7,0,-5
CCOc1ccc(NC(=S)N(CCN2CCOCC2)Cc2ccc3c(c2)CCCN3CC)cc1,0.2,8,-2,0.3,88,-2,0,-20,3,-1
CC(C)C[C@H](NC(=O)c1[nH]cnc1C(=O)Nc1ccc(CNC(=O)OC(C)(C)C)cc1)C(=O)OC(C)(C)C,2.2,-9,-24,3.1,100,1,1,6,-3,-18
CN(CC(=O)Nc1ccccc1Cl)C(=O)COC(=O)/C=C/c1cccc(C(F)(F)F)c1,-0.6,7,-3,0.1,110,1,-3,0,1,0
NC(=O)c1ccsc1NC(=O)COC(=O)c1ccccc1F,0.3,x,0,-0.4,106,4,-1,-8,-2,1
COc1ccc(CCNC(=O)CC2Nc3cc(C)c(C)cc3NC2=O)cc1OC (centres undefined),-0.5,-11,3,-0.8,112,0,-11,-3,-1,5
C/C(=N/NC(=O)CN1CCN(S(=O)(=O)c2ccc(Br)cc2)CC1)c1ccco1,-1.3,1,x,-2.3,96,0,1,3,-1,12
CS(=O)(=O)c1ccc(Cl)c(NC(=O)CCCSc2ccccc2)c1,0.9,6,-2,-1.0,103,10,0,-16,3,5
O=C(CN1CCN(Cc2ccc(Cl)cc2)CC1)N/N=C/c1c[nH]c2ccccc12,0.1,6,x,2.0,102,7,3,-3,0,-11
Cc1ccc(S(=O)(=O)N[C@H](C(=O)OCC(=O)NC(=O)C2CCCCC2)C(C)C)cc1,-1.0,-8,-3,6.8,92,-7,2,0,0,-34
COc1ccc(CC(=O)NC2=NCCS2)cc1,-0.8,-7,x,-0.9,105,1,-2,-10,1,5
COc1ccc(C(CC(=O)N2CCOCC2)c2c(OC)cc(OC)c3ccc(=O)oc23)cc1 (centres undefined),2.8,-7,-3,-3.0,101,-3,1,0,-3,17
COc1ccc(Cl)cc1N(CC(=O)NCC(C)C)S(=O)(=O)c1ccc(C)c([N+](=O)[O-])c1,-0.6,27,x,-0.4,93,2,-1,-20,0,2
CCOc1ccc(NC(=O)N(O)C2(C#N)CCCCC2)cc1,-4.1,9,-2,-2.2,104,-2,-4,2,-1,10
COc1ccc(N2CCN(C(=O)Cc3ccc(Br)cc3)CC2)cc1,-0.5,26,2,-1.2,98,0,4,-4,1,6
Cc1nnc(SCC(=O)Nc2cccc(N)c2)n1-c1ccccc1,0.7,3,11,-3.5,98,-5,0,-5,4,16
COc1ccc(-c2csc(N(CC(C)C)C(=O)c3ccco3)n2)cc1,-1.6,27,2,-0.3,111,-4,0,-3,-4,2
CCOC(=O)c1nn(-c2ccc(F)cc2)c(C)c1C(C)=O,1.3,10,x,4.9,98,-3,0,-13,-4,-29
Cc1ccc(CNC(=O)CCS(=O)(=O)c2cc3c(cc2Cl)NC(=O)CO3)o1,1.0,7,-2,-0.9,102,3,-6,-19,-2,5
CCOc1cc(C(=O)Nc2ccc(S(=O)(=O)NC3=NCCCCC3)cc2)cc(OCC)c1OCC,-1.3,30,-2,-3.4,98,-3,-4,6,3,18
COc1ccc(/C=C/C(=O)Nc2cccnc2Cl)cc1,0.1,1,43*,-1.6,91,2,1,-5,4,8
CSc1nc2ccccc2n1CC(=O)Nc1ccccc1,1.8,2,x,x,93,-1,-2,-16,2,x
CCN(CC)S(=O)(=O)c1ccc(N2CCOCC2)c(NC(=O)c2cccc3ccccc23)c1,-2.3,14,-5,-3.4,114,-10,-1,0,-1,18
O=C(O)c1cccc(-n2cccc2/C=C2/NC(=O)N(c3cccc(Cl)c3)C2=O)c1,19,22,2,0.2,89,-3,1,-4,6,-1
O=C(NC1(C(F)(F)F)C(=O)Nc2c1c(=O)[nH]c(=O)n2Cc1ccccc1)c1ccc(Cl)cc1 (centres undefined),-0.9,-1,-4,-1.3,102,5,4,-5,-3,7
CCn1ncc(C(=O)Nc2ccc(F)cc2)c1C,0.2,-12,-3,-2.6,105,-4,5,-1,1,14
COc1ccc2cc(S(=O)(=O)c3ccccc3)c(=O)oc2c1,-0.6,-4,-1,14,86,3,3,0,-1,-68
N=c1n(N)c2ccccc2n1CC(=O)c1ccc(Br)cc1,-0.1,2,2,-2.4,93,-1,-1,0,1,12
COc1ccc(OC)c(NC(=O)c2ccc(S(=O)(=O)N3CCN(C)CC3)cc2)c1,0.4,8,-3,-1.3,86,0,5,-5,-2,7
CC(C)(C)c1ccc(S(=O)(=O)N2CCN(CC(=O)N3CC(=O)Nc4ccccc43)CC2)cc1,3.8,1,-2,-2.6,87,-2,-4,-3,-2,11
COCCCn1c(SCC(N)=O)nnc1-c1ccccc1,-2.5,-7,x,-3.5,99,2,-2,-4,0,18
N/C(=N\OC(=O)c1cccc(Cl)c1)c1cccnc1,-0.3,16,x,8.0,115,-1,3,-17,-4,-46
COc1ccc(F)c(CN(C)CC2CCCN(CCc3ccc(F)cc3)C2)c1 (centres undefined),-2.7,6,-2,2.7,115,3,-3,-4,-2,-14
O=C(COC(=O)c1n[nH]c2ccccc12)NC1CCCCC1,-2.2,5,-1,-1.7,125,7,1,-3,0,9
COc1ccc(CNC(=O)C(c2ccco2)N(C(=O)CNS(=O)(=O)c2ccccc2)c2ccccc2C)cc1 (centres undefined),1.8,-1,x,-2.0,98,4,4,-2,-3,12
Cc1cc(C)nc(NC=C2C(=O)OC(C)(C)OC2=O)n1,-1.5,25,20,-3.1,102,-1,0,0,-1,16
COc1ccc(Cc2nnc(NC(=O)C(C)C)s2)cc1,-0.1,10,5,-1.3,90,-4,-4,1,-2,7
CNc1oc(C)nc1S(=O)(=O)c1ccccc1,0.7,0,x,-2.1,101,7,-3,1,-1,11
CN(C)CCCNC(=S)N1CCn2c(nc3ccccc32)C1,0.1,23,0,x,95,-5,0,-6,-1,x
COc1ccccc1C(=O)COC(=O)Cn1nc(C)c([N+](=O)[O-])c1C,2.0,-2,-1,-4.8,100,-3,3,-6,0,24
Cc1cccc(OCCN2C(=O)c3ccccc3C2=O)c1,2.5,-18,-1,2.9,104,2,1,5,4,-16
O=C(NCCCO)/C(=C/c1ccc(-c2cccc([N+](=O)[O-])c2)o1)NC(=O)c1ccccc1,-1.9,14,-3,1.1,94,-2,-1,-6,0,-5
O=C(NCCCN1CCN(c2cccc(Cl)c2)CC1)c1cccc(N2CCCC2=O)c1,-0.8,-6,x,-1.3,102,0,-4,-10,-4,7
CCOC(=O)CSc1nc2ccccc2n1C(=O)OCC,0.4,-1,x,0.4,106,8,-7,-16,0,-3
O=C(CSc1ccccc1)Nc1ccc(Cl)c(S(=O)(=O)N2CCOCC2)c1,0.0,30,0,-0.6,x,-5,-4,-5,-2,3
CC(=O)Nc1ccc(S(=O)(=O)NCc2ccc(C(=O)NCCN3CCCCCC3)cc2)cc1,-1.4,-13,x,-3.5,100,-5,-2,7,0,18
COc1ccc2c(c1)c(C(C)=O)c(C)n2C,-0.3,-20,22,-2.5,92,-4,1,-9,-1,13
COC(=O)c1c(-c2ccc(N(C)C)cc2)sc2ccc(OC)cc12,1.9,-10,20,2.9,102,-3,-1,-1,3,-13
CCCCCCNC(=O)C(C(=O)OCC)C1CCCCC1 (centres undefined),-0.5,6,x,3.1,91,9,-4,-2,-1,-18
CC(=O)NCCC(=O)NCc1ccc(F)cc1,1.3,12,0,1.7,104,9,-2,-15,9,-9
COc1ccc2[nH]c(=O)c(CN(CCO)S(=O)(=O)c3ccc4c(c3)OCCO4)cc2c1,0.2,-4,4,-1.2,121,-4,-4,-7,3,7
CC(C)[C@H](NC(=O)NCCC1=CCCCC1)C(=O)O,-1.0,5,6,0.3,107,1,-8,-13,-3,-2
C/C(Cc1ccccc1)=N\NC(=O)CNC(=O)Cc1ccccc1,-1.0,6,2,-4.3,106,-9,2,2,-1,22

# Following part.
SMILES,LANA DNA inh,Arrestin-AP2 inh,Wnt bcat act,OPRM1-OPRD1 ag,DSG3 Ab inh,RTF Ca sens act,Keap1-Nrf2 PPI,RTF Ca sens inh,V-ATPase pHluor,MOR-DOR inv ag
O=C1CN(C(=O)c2c(F)cccc2F)C(c2ccc(F)cc2)c2cc(F)ccc2N1 (centres undefined),-7.0,-14,0,-1.2,96,3,0,-4,-1,6
Cn1ccnc1SCC(=O)N(C1CCCCC1)C1CCCCC1,-0.7,18,-1,-2.4,97,0,0,-4,-3,14
O=[N+]([O-])c1ccc(N2CCN(C(=S)NCc3ccc(Cl)cc3)CC2)cc1,0.7,11,-2,2.4,96,5,-3,1,2,-12
CC(=O)OCn1ncc(N2CCOCC2)c(Br)c1=O,-0.6,-16,4,-2.3,101,-2,-3,-11,1,10

# Records listed so far marked active in Wnt bcat act:
SMILES,LANA DNA inh,Arrestin-AP2 inh,Wnt bcat act,OPRM1-OPRD1 ag,DSG3 Ab inh,RTF Ca sens act,Keap1-Nrf2 PPI,RTF Ca sens inh,V-ATPase pHluor,MOR-DOR inv ag
CCC(=O)Nc1sc(C(=O)Nc2ccccc2)c(C)c1C(=O)OC,-0.3,10,68*,1.3,104,1,-2,-6,2,-9
COc1ccc(/C=C/C(=O)Nc2cccnc2Cl)cc1,0.1,1,43*,-1.6,91,2,1,-5,4,8
